Source: PubChem BioAssay
Autophagy HCS: autophagy modulators in MEF cells, primary screen, imaging, high-content, MEF GFP-LC3. MEF GFP-LC3 puncta imaging; test concentration mostly 10 µM. calls only at 10 µM (by protocol). 0.98% of 190,000 active;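 active = percentage of spot-positive cells more than 3 SD above its plate mean, without a fluorescence outlier flag or 80% toxicity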;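 note: spot-positive cell cutoff set from DMSO-treated cells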
Insulin prom up: insulin promoter activators in MIN6 cells, imaging, high-content screening, mouse beta cells; MIN6 insulin promoter-GFP reporter; active compounds read high; z-score at 5 µM; 0.3% of 190,000 active; AID 1625, 2009;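 active = z-score above 3 at 5 µM with at least 500 cells counted in the well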
bCat nuc transl: modulators of beta-catenin nuclear translocation, primary screen, imaging, HeLa cells, immunofluorescence, high-content; nuclear translocation activity, % at 5 µM; AID 1665, 2009; 0.3% of 190,000 active;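 active = nuclear translocation activity above 50% at 5 µM, with a well cell count of 50 or more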;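 note: per-cell ratio of nuclear to cytoplasmic median beta-catenin stain intensity; plate controls were DMSO negative control for no effect and GSK-3 inhibitor IX positive control for full effect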
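Signal – beta-catenin immunofluorescence imaging with DAPI · Test system – human HeLa cell line · Dosing – 5 µM primary single dose, 0.1% DMSO, 0.02–20 µM confirmation series · Measure – % activation, nuclear-to-cytoplasmic median beta-catenin signal ratio per cell · Incubation – 24 h compound exposure at 37°C, 5% CO2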
Dynein transport: inhibitors of GR-EGFP nuclear translocation, primary screen, dynein cargo transport inhibitor project, imaging, high-content, 3617.4 mouse cells; test concentration mostly 20 µM; stimulated with dexamethasone, 1 µM; active compounds read low; z-score, hits read low; 0.47% of 220,000 active; AID 1381, 2008;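 active = plate z-score of nuclear minus cytoplasmic receptor signal below a set negative limit, without overly bright fluorescence or cell loss, cut at about -3.5 in these data, passing the limit was not always enough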;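 note: z-score of nuclear minus cytoplasmic ring GR-EGFP intensity difference per well; some compounds called inactive have numbers as strong as hits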
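Buffer or medium – tet-free medium with charcoal-stripped serum · Signal – automated 10x imaging of fixed Hoechst-stained cells · Also added – dexamethasone agonist, 1.0 µM final, for 30 min · Incubation – induction 48 h, compound 1 h, agonist 30 min · Read-out – GR-EGFP nuclear translocation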
ER stress rescue: rescue of cells from ER stress-induced death, primary screen, 384-well, CSM14.1, thapsigargin, ATP luminescence (AID 1222) | cellular ATP content (survival), % at 20 µM; hits with a dose series show EC50 in µM | 190,000 tested, under 10 active | CSM14.1 thapsigargin-induced death rescue, ATP luminescence; higher % means a stronger effect;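 active = EC50 below 50 µM in the dose-response confirmation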;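 note: death triggered by thapsigargin at about 15 µM added after 2 h compound pretreatment; cell ATP read after overnight thapsigargin exposure of roughly 18 to 22 hours; normalized against plate controls of thapsigargin alone and 5% DMSO vehicle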
T cell modulator: modulators of CD8 T cell-vesicle binding, primary screen, mouse 2C CD8+ T cells, flow cytometry; 2C CD8+ T cell-vesicle binding; active compounds read low; calls only at 7 µM; 0.068% of 330,000 active; AID 2052, 2009;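 active = response, share of CD8 T cells binding vesicles, and their 90th percentile fluorescence all below set limits, cut at about 80% in these data, passing the limit was not always enough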
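material = purified 2C TCR transgenic mouse naive CD8+ T cells | controls = Unloaded micro-vesicles (low), QL9 vesicles with 0.7% DMSO (high) | detection = cytometric PE anti-B7-1 and Alexa647 anti-CD8 signals after 1% paraformaldehyde fixation | incubation = binding step 1.5 h, 37 °C, antibody labelling 20 min, ice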
Salmonella PhoP GFP: inhibitors of PhoP regulon expression, primary screen, Salmonella Typhimurium, GFP reporter (AID 1863) | S. Typhimurium PhoP-regulated promoter GFP reporter, 4 h; higher % means a stronger effect | one-dose inhibition, % at 50 µM; IC50 in µM for titrated hits | 0.16% of 300,000 active;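 active = inhibition over 29.93%, a cutoff 3 SD above the screen mean, later confirmed by dose response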;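 note: 0% = low Mg2+ inducing control and 100% = high Mg2+ repressing control; strong numbers were not always called active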
MT stabilize HCS: microtubule stabilizers in HeLa cells, primary screen, imaging, high-content imaging; 0.83% of 200,000 active; AID 2205, 2009; HeLa tubulin immunostaining HCS, 24 h; share of cells brighter than vehicle mean+2SD; % tubulin-high responders, % at 10 µM;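 active = plate Z-score above 3 for both tubulin-high and condensed-nucleus cell shares, with cell loss under 80%, at 10 µM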;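 note: anti alpha tubulin signal scored within the nucleus-defined area of each cell; some results filed as inactive read as strong as hits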
Hep lipid drop: inhibitors of hepatocyte lipid droplet formation, primary screen, imaging, high-throughput imaging, BODIPY stain; 0.4% of 240,000 active; AID 1656, 2009; inhibition, % at 6.5 µM; AML12 mouse hepatocytes, oleate lipid droplets;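 active = lipid droplet intensity inhibited by at least 50%, with more than 500 cells counted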
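Material – mouse AML12 hepatocyte cell line, fixed after treatment · Compound dosing – one dose, 6.5 µM compound · Times – compound with oleate, overnight · Measured by – Image-based BODIPY and DAPI two-channel analysis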
Dynein transport cytoplasmic EGFP: further read-out of Dynein transport, marked with its call; z-score; measured here: cytoplasmic GR-EGFP intensity; active compounds read high
Dynein transport nuclear GR-EGFP: second read-out of Dynein transport, no call of its own (marks repeat the call); z-score; measured here: nuclear GR-EGFP intensity;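 lower value marks the stronger effect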
Dynein transport cell count: also measured in Dynein transport; calls as there; z-score; measured here: cell count per field
Insulin prom up cell count: further read-out of Insulin prom up, marked with its call; cell count; measured here: cytotoxicity, nuclei count;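 total cells summed across four imaged fields per well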
Hep lipid drop cells 6.5 µM: further read-out of Hep lipid drop, marked with its call; cell count; measured here: cell count, cytotoxicity flag;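 cells counted across two imaged fields per well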
bCat nuc transl cell count 5 µM: also measured in bCat nuc transl; calls as there; cell count; measured here: cell count, cytotoxicity flag
T cell modulator vesicle-bound %: recorded beside T cell modulator, whose call it bears; double positive events, %; measured here: CD8+ vesicle-bound cell fraction;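 binding gate set so that unloaded-vesicle control wells show 10% double positive cells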
MT stabilize HCS Hoechst-high %: further read-out of MT stabilize HCS, marked with its call; % Hoechst-high responders; measured here: nuclear condensation Hoechst responders;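 share of cells brighter than vehicle mean plus two SD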
MT stabilize HCS cytotoxicity %: recorded beside MT stabilize HCS, whose call it bears; toxicity, %; measured here: cytotoxicity by cell density;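 0% = mean cell density of plate MIN control wells and 100% = no cells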
Autophagy HCS cell loss 18 h: further read-out of Autophagy HCS, marked with its call; toxicity, %; measured here: cell loss, nuclei count;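 cell loss after 18 h compound exposure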
Active calls of the source: *; i = inactive; · = not tested or not shown.

Results follow in this order: Insulin prom up	MT stabilize HCS Hoechst-high %	MT stabilize HCS cytotoxicity %	Autophagy HCS	bCat nuc transl cell count 5 µM	Autophagy HCS cell loss 18 h	Dynein transport cell count	Hep lipid drop	Dynein transport	ER stress rescue	MT stabilize HCS	Salmonella PhoP GFP	Hep lipid drop cells 6.5 µM	bCat nuc transl	Insulin prom up cell count	Dynein transport nuclear GR-EGFP	T cell modulator vesicle-bound %	T cell modulator	Dynein transport cytoplasmic EGFP
> CC(C)CCNc1ncnc2c1nnn2Cc1ccccc1Cl
    -0.12	2.7	17.3	i	979	-15.9	0.279	·	1.35	-1.5%	2.1	-7.3%	·	-3.1	1110	1.05	11.7	i	-0.192
> O=C(Nc1nnc(C2CC2)s1)c1cccc(S(=O)(=O)N2CC(c3ccccc3)CC2=O)c1 (stereo unspecified)
    -1.29	2.4	3.5	i	1212	10.7	0.698	·	-0.605	-0.2%	5.1	-0.9%	·	-1.4	988	-0.35	35.7	i	-0.286
> CC1CC(C)CN(S(=O)(=O)N2CCC(C(=O)NCc3ccco3)CC2)C1 (stereo unspecified)
    -0.01	2.6	5.8	i	1260	1.0	0.772	2.8	-0.532	0.8%	5.4	1.3%	703	0.2	1136	0.221	32.3	i	-0.317
> Cc1cc(C(=O)COC(=O)CN(C)S(=O)(=O)c2ccc(Cl)cc2)c(C)n1Cc1cccs1
    0.07	2.6	12.6	i	1115	5.7	-0.147	8.5	-0.63	-1.3%	4.3	17.9%	674	-3.1	1935	-0.0436	10.8	i	-0.00706
> O=C(NCCN1CCN(c2ccccc2F)CC1)C1c2ccccc2C(=O)N2CCc3ccccc3C12 (stereo unspecified)
    -0.53	5.0	11.5	i	1054	11.9	0.0563	4.1	0.013	0.8%	1.6	2.4%	615	-1.7	1843	0.312	33.5	i	-0.0524
> COc1cc(/C=N/Nc2ccc(Cl)cc2)ccc1OC(=O)c1cccs1
    -0.85	3.0	14.2	i	1110	-10.6	1.23	-1.1	-0.729	2.2%	2.6	22.9%	608	1.4	1411	-0.39	41.0	i	-0.183
> COc1cccc(C(=O)NC2CC3CCCC(C2)N3S(=O)(=O)c2ccccc2)c1 (stereo unspecified)
    -0.98	·	·	·	1294	·	-0.0416	-3.9	-1.02	·	·	-5.4%	663	-1.0	1021	-0.125	20.1	i	-0.259
> Cc1cc(OC(=O)c2ccc3ccccc3c2)c([N+](=O)[O-])c(=O)[nH]1
    -0.44	2.3	7.7	i	1130	18.8	0.407	23.0	0.299	-1.5%	1.6	-10.6%	692	-3.5	1652	0.0301	56.3	i	-0.249
> CCn1c(COc2cccc(OC)c2)nnc1SCC(=O)N1CCOCC1
    -0.05	1.1	2.3	i	997	24.1	1.02	·	-0.451	-2.2%	3.5	21.4%	·	-5.9	1174	-0.0427	13.5	i	-0.00969
> CC(=O)c1c(C)nc2ccc(Cl)cn12
    ·	1.6	4.9	i	1198	-3.6	0.508	12.0	-0.76	0.1%	1.7	7.8%	838	-8.2	·	-0.154	44.1	i	-0.267
> CC(C)NC(=O)c1cc2c(s1)CCCC2
    ·	2.9	11.0	i	·	-4.4	0.0233	-2.0	0.000348	-1.8%	2.2	8.5%	734	·	·	0.33	21.0	i	-0.253
> CCOc1ncccc1C(=O)OCC(=O)c1ccc(Cl)s1
    ·	1.3	8.8	i	1062	-13.1	0.524	10.5	-0.0106	-0.9%	1.2	-0.3%	668	-1.1	·	0.0686	28.5	i	-0.374
> Cc1ccc(-c2csc(NC(=O)c3ccc(-c4ccccc4)cc3)n2)o1
    -0.82	3.0	6.5	i	1090	15.9	0.523	-2.9	-1.33	-2.2%	7.2	1.5%	694	0.5	1618	-0.731	39.1	i	-0.168
> CCc1ccc(S(=O)(=O)/N=C2/C=C(Sc3ncn[nH]3)C(=O)c3ccccc32)cc1
    1.24	1.3	5.6	i	562	8.0	0.71*	-0.3	-6.7*	-4.7%	2.0	99.4µM*	637	-5.3	1231	-2.83*	51.4	i	1.02*
> COC(=O)c1ccc(/C=N/Nc2nc(N3CCCCC3)nc(N3CCCCC3)n2)cc1
    -0.68	1.5	13.8	i	1116	16.0	-0.926	-3.3	1.91	-0.6%	1.4	-4.5%	773	-0.6	1198	1.23	59.3	i	-0.21
> C=CCn1c(SCCC(=O)O)nc2c1c(=O)n(C)c(=O)n2C
    -0.19	1.5	7.7	i	952	3.9	-0.473	·	2.41	0.8%	9.5	-1.2%	·	-0.5	1252	1.7	7.9	i	-0.395
> COC(=O)COc1ccc(/C=C2/NC(=O)N(CC(=O)OC)C2=O)cc1
    0.18	2.2	6.2	i	1145	17.5	0.579	-10.4	-0.371	-2.8%	4.1	6.4%	689	0.3	1259	-0.0987	44.8	i	-0.326
> Cc1cc(/C=N/NC(=O)c2cccnc2)c(C)n1CC(C)C
    1.1	2.4	5.1	i	858	-25.8	0.759	11.1	-0.82	-2.1%	1.6	-4.8%	621	3.2	1649	-0.291	0.8	i	-0.229
> Cc1ccnc(N(C(=O)c2cccs2)C(=O)c2cccs2)c1
    -0.6	1.5	6.7	i	1085	-7.0	-0.51	0.8	-0.43	-3.9%	1.5	-0.5%	685	-0.4	1828	-0.175	54.0	i	-0.23
> CC(C)OC(=O)CCCNc1ccc([N+](=O)[O-])cc1[N+](=O)[O-]
    -0.34	5.3	3.2	i	1175	3.8	0.332	1.0	-0.986	2.8%	3.0	-4.3%	580	2.3	1463	-0.12	37.2	i	0.47
> CCC(C)NC(=O)C1CCC(=O)N(c2cc(OC)c(OC)c(OC)c2)C1c1ccc(OC)cc1 (stereo unspecified)
    0.34	1.7	9.2	i	1190	2.1	0.264	-28.1	0.622	-0.5%	2.4	-4.7%	717	-5.8	1210	0.71	43.5	i	-0.148
> Cc1ccc(C)n1-n1cnc2sc3c(c2c1=O)CCC3
    ·	3.1	3.1	i	·	-0.7	-0.35	·	-0.309	-0.3%	3.5	-1.9%	·	·	·	0.247	16.0	i	-0.282
> COc1ccc(NC(=O)CSCC(=O)N2c3ccccc3CCc3ccccc32)cc1
    -0.61	1.7	4.9	i	956	16.3	-0.145	-14.5	0.917	-1.3%	2.9	9.8%	534	-2.5	1274	0.64	59.8	i	-0.256
> Cc1ccc(-c2nnc3cccc(Cl)n23)cc1
    -0.67	3.0	3.9	i	1145	11.3	0.774	11.7	-1.3	-0.6%	5.4	-4.8%	676	-2.8	1344	-0.615	48.3	i	-0.26
> CCOC(=O)c1cnc2ccccc2c1NCCO
    0.47	2.4	5.5	i	845	-62.1	1.3	·	-0.256	-0.2%	3.3	28.0%	·	0.1	1189	0.234	54.8	i	-0.274
> COc1ccc(CNC(=O)c2cc(-c3cccs3)on2)cc1
    0.58	3.4	2.3	i	1112	-44.5	0.278	·	-1.02	-1.2%	3.0	-5.2%	·	-7.0	1451	-0.69	42.1	i	-0.408
> Cn1c(=O)[nH]c(=O)c2c1nc1n2CCCS1
    0.36	3.5	0.1	i	809	13.6	-1.26	·	1.21	-0.2%	4.6	2.9%	·	-1.5	1099	1.06	34.0	i	-0.238
> CCOC(=O)c1ccccc1NC(=O)Cc1ccccc1OC
    -0.83	1.9	7.7	i	1206	-0.3	0.751	2.1	-0.919	-1.5%	3.5	-6.6%	749	-2.1	863	-0.43	12.8	i	-0.224
